ASAP1 inh: ASAP1 ArfGAP inhibition | Q9ULH1 | ASAP1-stimulated ARF1 GTP hydrolysis, GDP FP detection | inhibition, % at 16.5 µM | hit rate 0.19% among 360,000; in the data active = inhibition above about 25%;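 note: 0% = vehicle with enzyme and substrate and 100% = no enzyme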
DDE Tn7 FP inh: disrupts Tn7 cyclic peptide binding to fibrin D-Dimer-E complex | P02675 | FP displacement of FITC-Tn7 peptide from fibrin DD(E); 0% = median of compound wells per plate | inhibition, % at 8.3 µM | hit rate 0.13% among 370,000 | AID 720508;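 active = inhibition above the mean of compounds falling within the control limits plus 3 SD of them, cut at about 14% in these data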;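 note: 0% = plate median of compound wells and 100% = 10 µM Aha-Tn7 peptide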
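Assay system: human fibrin DD(E) protein / Input: 2 µM fibrin DD(E) / Benchmarks: high control of 10 µM Aha-Tn7 peptide / Measured by: fluorescence polarization of the labelled Tn7 tracer / Medium: Tris buffer with calcium and detergent, pH 7.8 / Timing: 10 min compound pre-incubation, 3 h probe incubation at room temperature / Repeats: one replicate per compound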
DDE Tn6 FP inh: disrupts Tn6 cyclic peptide binding to fibrin D-Dimer-E complex; P02675; Fibrin DD(E) TRITC-Tn6 fluorescence polarization displacement; inhibition, % at 8.3 µM; hit rate 0.21% among 370,000; AID 720509;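 active = inhibition above a per-campaign cutoff: mean of compounds within control limits plus 3 SD, cut at about 15% in these data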;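 note: 0% = median of all compound wells on the plate and 100% = blocking peptide control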
Rev-erbA mod: modulates human Rev-erb alpha binding to DNA; Rev-erbα–FITC-DNA binding, fluorescence polarization, 90 min; AID 1259318; hit rate 0.79% among 370,000; activity, % at 10 µM;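 active = activity above about 14%, limit read from the data; passing the limit was not always enough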;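 note: 0% = DMSO wells with 35 nM protein and 100% = DMSO wells with 750 nM protein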
Target sequence (P20393 whole entry, looked up): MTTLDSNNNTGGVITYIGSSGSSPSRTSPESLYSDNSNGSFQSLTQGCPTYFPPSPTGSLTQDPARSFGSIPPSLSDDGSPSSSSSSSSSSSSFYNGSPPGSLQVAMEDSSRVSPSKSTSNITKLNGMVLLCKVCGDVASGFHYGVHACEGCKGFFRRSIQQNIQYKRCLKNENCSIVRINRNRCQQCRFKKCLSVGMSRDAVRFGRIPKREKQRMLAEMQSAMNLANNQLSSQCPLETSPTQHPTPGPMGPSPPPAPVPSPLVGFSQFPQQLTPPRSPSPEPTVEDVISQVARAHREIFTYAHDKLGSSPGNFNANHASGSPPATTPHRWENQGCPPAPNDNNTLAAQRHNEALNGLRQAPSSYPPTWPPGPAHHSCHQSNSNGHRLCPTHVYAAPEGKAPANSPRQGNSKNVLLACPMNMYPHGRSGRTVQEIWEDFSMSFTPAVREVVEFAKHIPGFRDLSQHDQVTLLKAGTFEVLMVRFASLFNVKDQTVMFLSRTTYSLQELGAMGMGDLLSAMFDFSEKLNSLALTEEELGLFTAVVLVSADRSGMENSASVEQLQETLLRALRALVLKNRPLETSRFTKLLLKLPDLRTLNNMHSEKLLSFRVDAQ
HGIII-sPLA2 inh: Inhibits HGIII-sPLA2 liposome hydrolysis, primary screen. hit rate 0.56% among 370,000. AID 743126. Q9NZ20. QFRET BODIPY PC-A2 liposome hydrolysis, fluorescence. inhibition, % at 12.2 µM;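 active = inhibition above mean plus 3 SD of compounds lying within the high and low control bounds, cut at about 19% in these data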;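 note: 0% = median of test compound wells and 100% = no enzyme DMSO wells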
KLK7 zymogen act: activates the human kallikrein-7 zymogen; activation, % at 7 µM; purified proKLK7, EDANS-DABCYL substrate fluorescence; 100% is mature enzyme control, 0% vehicle; AID 652039; hit rate 0.9% among 370,000; P49862;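 active = activation above the mean of all tested compounds plus 3 SD, computed per campaign excluding outliers beyond control limits, cut at about 13% in these data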
Target sequence (P49862 whole entry, looked up): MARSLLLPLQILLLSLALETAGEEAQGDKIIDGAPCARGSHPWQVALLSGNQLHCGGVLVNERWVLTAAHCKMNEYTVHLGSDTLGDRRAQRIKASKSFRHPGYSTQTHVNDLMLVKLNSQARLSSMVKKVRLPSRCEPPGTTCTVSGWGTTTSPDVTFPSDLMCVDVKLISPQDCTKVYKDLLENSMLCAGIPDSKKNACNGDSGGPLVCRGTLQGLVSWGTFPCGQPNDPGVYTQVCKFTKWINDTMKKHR
UHRF1 MBD2 ctr: UHRF1 methyl-DNA binding inhibition; AID 687016; hit rate 0.75% among 370,000; UHRF1 binding to methylated oligo, TR-FRET; Q96T88; inhibition, % at 4.4 µM; in the data active = inhibition above about 21%;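 note: UHRF1 SRA domain binding a hemimethylated CpG hairpin DNA probe; 0% = median of test compound wells and 100% = reference inhibitor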
ARFGAP1 inhibitor: inhibitors of rat ARFGAP1; Q62848; Arfgap1-stimulated ARF1 GTP hydrolysis, GDP FP detection; inhibition, % at 16.5 µM; AID 651572; hit rate 0.26% among 360,000;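 active = inhibition above a per-plate limit, mean inhibition of low control wells plus 3 SD, cut at about 25% in these data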;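 note: 0% = DMSO wells with enzyme and 100% = wells lacking Arfgap1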
Target sequence (Q62848 1-136 limits assumed): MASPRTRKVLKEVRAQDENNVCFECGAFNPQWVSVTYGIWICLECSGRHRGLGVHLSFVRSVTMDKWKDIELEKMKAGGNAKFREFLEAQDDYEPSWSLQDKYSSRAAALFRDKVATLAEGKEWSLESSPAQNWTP
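Assay system: Rat Arfgap1 GAP domain (His6, aa 1-136), purified enzyme | Buffer or medium: HEPES 25 mM pH 7.5, NaCl 150 mM, MgCl2, DTT | Schedule: GTP hydrolysis reaction 2 h at 25 °C | Signal: FP of antibody-bound GDP Alexa 633 tracer, ex 620/em 688 nm | Measure: Percent inhibition of Arfgap1-stimulated GTP hydrolysis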
PLCb3 inh: PLC-beta3 (human) inhibition, primary screen | inhibition, % at 12.2 µM | hit rate 0.18% among 370,000 | AID 720704 | Purified PLC-beta3, fluorogenic substrate, fluorescence | Q01970; in the data active = inhibition above about 11%;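 note: 0% = median of compound wells on plate and 100% = full blocker control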
PLC-gamma1 inh: PLC-gamma1 (human) inhibition, primary screen; inhibition, % at 12.2 µM; AID 720700; P19174; hit rate 0.84% among 370,000; purified PLC-gamma1, fluorogenic substrate, fluorescence; in the data active = inhibition above about 9.5%
The depositor's hits bear a star; / = not tested or not shown; & = joins results of further samples.

Value order – ASAP1 inh	DDE Tn7 FP inh	DDE Tn6 FP inh	Rev-erbA mod	HGIII-sPLA2 inh	KLK7 zymogen act	UHRF1 MBD2 ctr	ARFGAP1 inhibitor	PLCb3 inh	PLC-gamma1 inh
CCOC(=O)CN1C(=O)CC(c2ccc([N+](=O)[O-])cc2)C1=O (stereo not drawn)
    -9	2	-4	0	-12	0.1	3	-8	-1	-3
Cc1sc2ncn(CC(=O)NCC(=O)N(C)Cc3ccccc3)c(=O)c2c1C
    -4	2	6	-8	-5	0.7	1	-15	2	1
CCN1CCN(C(=O)/C=C/c2ccc([N+](=O)[O-])cc2)CC1
    8	-2	-2	-2	-6	-0.2	-5	-7	3	2
O=C(CSc1ccccc1)Nc1cc(S(=O)(=O)N2CCOCC2)ccc1N1CCOCC1
    0	7	3	5	4	0.0	-1	3	5	1
CCN(C(=O)COC(=O)c1c(-c2ccccc2)noc1C)C1CCS(=O)(=O)C1 (stereo not drawn)
    14	-2	-10	2	8	-0.9	3	0	6	2
COc1ccc(NC(=O)Nc2ccc3c(c2)C(=O)N([C@H](C)CO)C[C@H](C)[C@@H](CN(C)C(=O)NC(C)C)O3)cc1
    9	0	-9	0	-2	-0.3	3	-3	-1	1
CCc1noc(C)c1C(=O)N1CCN(S(=O)(=O)c2ccc(C(C)C)cc2)CC1
    -1	-4	4	-3	-3	0.2	-1	1	-5	-1
O=S(=O)(NC1CCCCC1)c1ccc(Br)cc1
    1	1	4	-4	-1	0.0	0	1	1	-2
O=C(NCc1ccc(-c2nc3ccccc3s2)cc1)c1ccco1
    9	-3	3	7	-4	0.6	-2	20	-2	0
CC(NC(=O)c1ccc(C(=O)c2ccccc2)cc1)c1ccc(S(N)(=O)=O)cc1 (stereo not drawn)
    2	7	-4	0	-6	0.3	-1	13	-3	1
CCn1c(=O)c(C(=O)NCCCc2ccccc2)c(O)c2ccccc21
    0	-5	-3	-2	1	-0.6	0	-4	-10	2
O=C(CNC(=O)c1ccco1)OCC(=O)c1ccc(Cl)cc1Cl
    -5	0	3	3	0	-0.2	0	2	-3	5
CC(=NN1CCN(c2ccccn2)CC1)c1ccccc1O
    /	-2	2	-6	-3	1.1	-2	/	1	-3
CCOC(=O)C1=C(CNCc2ccc(F)cc2)NC(=O)NC1c1cccc([N+](=O)[O-])c1 (stereo not drawn)
    10	-2	2	-4	-5	0.1	-1	6	-5	2
Cc1cccc(C)c1Nc1c(-c2ccccc2O)nc2ncccn12
    9	2	2	3	0	0.9	0	1	-11	-6
COC(=O)C1C(=O)C2=C(CC1C)NC(C)=C(C(=O)OCc1ccc(OC)cc1)C2c1ccc(C)o1 (stereo not drawn)
    -6	0	4	-1	-24	0.6	-2	17	-44	-36
NC(c1csc(Nc2cc(NCc3ccco3)ncn2)n1)c1ccccc1Cl (stereo not drawn)
    6	-2	-17	4	23*	-0.7	1	4	-24	-13
CC(C)N1CCC(NC(=O)Nc2ccc3c(c2)OCO3)CC1
    -6	-6	-3	0	-4	-0.1	6	2	3	-1
C=CCSc1nccc(=O)[nH]1
    -6	4	4	-5	6	-0.5	0	7	-3	-2
C=CCn1c(C(O)c2ccccc2)nc2ccccc21 (stereo not drawn)
    -4	-3	-2	1	-6	0.2	-2	0	-3	1
c1ccc(C(c2ccccc2)c2noc(CN3CCN(CC4CC4)CC3)n2)cc1
    -2	1	0	-4	-6	0.8	3	-4	-7	-1
CSc1[nH]c(=O)c(C(=O)O)cc1C#N
    6	-2	7	0	0	0.4	-4	9	-2	-4
COc1ccc(-c2nc3cccc(C)n3c2NCc2ccco2)cc1OC
    13	-2	-1	-2	2	-9.8	-1	2	-382	-313
COc1ccccc1C(CC(=O)O)NS(=O)(=O)c1ccc2c(c1)N(C(C)=O)CC(C)O2 (stereo not drawn)
    -1	-1	2	-2	2	0.5	-1	2	-2	1
CC(C)C[C@H]1COc2cccc(N3CCCC3)c2S(=O)(=O)N1C
    /	1	1	-1	6	0.6	-2	/	-7	-4
Clc1ccc(Cn2ncc3c(NCc4ccccc4)ncnc32)cc1
    12	4	2	2	-14	0.5	-1	9	1	1
O=C(CSc1nc2ccsc2c(=O)n1Cc1ccccc1)NCc1ccco1
    19	-3	1	17*	-3	0.2	-1	1	5	0
O=C1Nc2ccccc2SC1=Cc1ccccc1
    8	-2	-5	-2	-21	1.1	4	-12	-43	-31
COc1ccc(O)c(/C=N/NC(=O)c2c(C)nnn2-c2nonc2N)c1
    6	0	-7	1	1	-0.1	-2	9	-2	-1
COc1ccc(Cn2cc(CN3CCOCC3)nn2)cc1
    16	-5	3	-2	6	-1.1	1	-8	0	1
O=C(Nc1ncccn1)c1ccc([N+](=O)[O-])cc1[N+](=O)[O-]
    -4	-2	-8	-3	19	-0.1	4	11	-4	3
Cc1cc(O)cc(O)c1/C=N/NC(=O)c1ccc2c(c1)OCCO2
    13	5	0	7	4	-4.9	-2	19	-19	-13
O=S(=O)(Nc1ccccc1Cl)c1cc(NC(=S)NCCN2CCOCC2)ccc1Cl
    -13	-5	7	2	-10	-0.2	1	-9	-4	-1
CC1CCc2c(ccc3ccccc23)C1=O (stereo not drawn)
    -9	-1	3	1	13	-0.4	5	-3	-7	-1
CCOC(=O)c1cc2c3ccccc3n(CC)c2nc1N
    13	-1	2	14	4	-6.4	7	-13	-77	-70
Cc1ccc(CNc2nc3ccccc3n2C)o1
    3	-2	2	-1	-2	-0.1	-3	1	-2	-5
COc1ccc(-c2nc3ccccc3nc2-c2ccc(OC)c(OC)c2)cc1OC
    0	-2	1	0	-5	0.1	-1	-2	-13	-9
CC1CCCCC1NC1=NCCS1 (stereo not drawn)
    -16	1	3	-3	-1	-0.6	1	1	4	4
Cc1ccccc1-n1nc(C)c2c1N=C1C(Cl)=CC(Cl)=CN1C2c1ccc(C(=O)O)cc1 (stereo not drawn)
    -15	8	-1	0	-9	0.0	-5	1	-26	-23
O=C(CCCN=C1NS(=O)(=O)c2ccccc21)OCC(=O)c1ccc(F)c(F)c1
    1	10	-1	-3	1	0.4	2	-2	-4	-2
CC1CCCC(C)N1C(=O)CSc1nnc(COc2ccc(F)cc2)o1 (stereo not drawn)
    -1	1	4	-1	-5	-0.4	-1	-10	-8	0
CCCCOc1ccc(C(=O)N/C(=C/C=C/c2ccccc2)C(=O)NCCCO)cc1
    -12	4	-1	1	-35	-1.4	-4	-5	-35	-28
CCN(C(=O)c1ccnc(C(C)(C)C)c1)c1ccccc1
    -6	1	6	4	1	-0.1	-2	9	6	-3
Cn1nnc(NC(=O)c2ccc(Br)o2)n1
    2	3	1	-1	3	-0.5	1	-14	-7	-8
CCC(C)NC(=O)c1cn(CC)c2ccc(S(=O)(=O)N3CCCCC3)cc2c1=O (stereo not drawn)
    -16	4	-2	-7	2	0.2	3	-1	-2	0
O=C(NN=C1CCC(c2ccccc2)CC1)c1cc2c(s1)CCCC2 (stereo not drawn)
    1	1	-8	-3	2	-1.0	-1	-5	-19	-18
CCOc1cc(C2C(C#N)=C(N)SC(N)=C2C#N)ccc1OCCN1CCOCC1
    0	-5	5	5	-12	0.4	-1	7	-58	-56
COc1ccc(CN(C)CC(=O)Nc2cc(OC)c([N+](=O)[O-])cc2C)c(OC)c1
    0	-1	-3	7	7	-0.2	-2	1	-25	0
CC1CCC2C(=O)N(c3cc(Cl)ccc3OC(=O)c3ccco3)C(=O)C2C1 (stereo not drawn)
    -1	-10	-3	-5	-2	-0.6	4	2	4	1
C[C@H](CCC(=O)NCC(=O)O)[C@H]1CC[C@H]2[C@@H]3[C@H](O)C[C@@H]4C[C@H](O)CC[C@]4(C)[C@H]3C[C@H](O)[C@]12C
    1&0&5	-7&2&6	4&4&-1	1&-7&-4	-7&-7&-6	0.3&-0.4&0.0	-1&-1&0	/	1&4&3	1&-2&-1
COC(=O)c1ccccc1NC(=O)CSc1nccc(C)n1
    -14	2	4	-6	2	0.0	2	10	-2	2
Cn1ccsc1=NC(=O)c1ccc(CS(C)(=O)=O)cc1
    -8	-11	-4	0	0	-0.1	1	-1	-7	-1
CC1CCCN(S(=O)(=O)c2cccc(C(=O)NCc3ccco3)c2)C1 (stereo not drawn)
    -10	4	-8	4	10	0.1	-1	7	-7	0
O=[N+]([O-])c1ccc(NCCNc2ccc([N+](=O)[O-])cc2)cc1
    -9	8	6	-4	5	0.5	-3	10	3	1
O=S(=O)(c1ccccc1)N1c2cc(Cl)ccc2Oc2nc3ccccc3nc21
    12	-7	-3	8	-8	-0.6	8	5	-111	-84
COc1ccc2oc(C)c(C(=O)c3ccc([N+](=O)[O-])cc3)c2c1
    3	-3	2	-2	0	-0.2	4	-3	1	0
CCOc1ccc(N2CC(C(=O)Oc3ccccc3)CC2=O)cc1 (stereo not drawn)
    6	3	0	0	-6	0.1	-2	1	2	0
CC(=O)N(NC(=O)c1ccc(C)cc1)C1CC(=O)N(c2ccccc2Cl)C1=O (stereo not drawn)
    -1	1	-2	5	-1	0.7	0	11	3	0
Cc1ccccc1C(=O)N1CC(=O)Nc2ccc(F)cc2C1c1ccc(F)cc1 (stereo not drawn)
    -6	4	3	-1	11	-0.9	-1	8	-9	5
COc1ccc(/C=C/C(=O)Nc2c(C)nn(C)c2C)cc1COc1ccc(Cl)cc1Br
    6	-7	-14	-2	-5	-0.3	3	9	4	7

Additional entries follow:
Value order – ASAP1 inh	DDE Tn7 FP inh	DDE Tn6 FP inh	Rev-erbA mod	HGIII-sPLA2 inh	KLK7 zymogen act	UHRF1 MBD2 ctr	ARFGAP1 inhibitor	PLCb3 inh	PLC-gamma1 inh
COc1ccc(NC2CCCN(C(=O)CCc3ccccc3F)C2)cc1 (stereo not drawn)
    12	5	-4	2	4	0.2	-2	12	-15	-4
Cc1ccc(-c2c(C(=O)N/N=C/C3CCCCC3)nnn2-c2nonc2N)cc1
    5	0	-3	5	-11	0.4	0	9	-5	-1
COc1cc([N+](=O)[O-])cc(/C=N/NC(=O)c2cc(-c3ccccc3)nc3ccccc23)c1O
    21	-2	3	2	-3	0.2	-2	0	-8	2
CC(C)C(NC(=O)c1ccc(C(C)(C)C)cc1)C(=O)NCC(c1ccccc1)N(C)C (stereo not drawn)
    14	1	-5	-1	-7	0.1	5	1	-12	2
Cc1sc2nc(COC(=O)c3ccc(O)cc3)[nH]c(=O)c2c1C
    0	3	-9	9	-29	0.2	-2	11	-5	3
